TGFb SMAD3 inh – inhibitors of TGF-b signaling; HepG2 CAGA-GFP TGF-b/SMAD3 reporter, GFP fluorescence, 18 h; TGF-beta stimulated, 500 pg/mL final; Potency, µM (top dose mostly 46.1 µM), for the others: at the highest dose activity, negative = inhibition, usual class: inhibitors; 410,000 compounds, 1.2% hits; also: potency is read from the fitted curve at half-maximal effect; % is scaled to controls: 0 for no effect and ±100 for the full control effect; nearly all actives have a fitted effect of over 65% in size
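HEPG2 CAGA-GFP reporter cells (1000/well, DMEM with 1% FBS) received compounds, then recombinant TGF-beta at 500 pg/mL final for 18 hours at 37 degrees C. Per-cell GFP summed per well was normalised to unstimulated and stimulated DMSO controls before curve fitting.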
Mm-Cpn inhibitor – M. maripaludis TRiC chaperonin inhibition; purified Mm-Cpn ATPase, ADP Transcreener TR-FRET; Potency, µM (highest dose often 76.9 µM), inactives show at the top dose activity, negative = inhibition, actives largely listed as inhibitors; AID 504842; 330,000 compounds, 0.031% hits; also: potency is read from the fitted curve at half-maximal effect; % is scaled to controls: 0 for no effect and ±100 for the full control effect; nearly all actives have a fitted effect of over 80% in size
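Eu-cryptate anti-ADP/ADP-d2 competition gives a ratio inversely related to ADP. Enzyme at 25 nM was pre-exposed to compound for 10 min, then given 10 uM ATP for 30 min, 37°C throughout.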
Nrf2 activator – Nrf2 pathway activation; AREc32 ARE-luciferase reporter (MCF7-derived line), luminescence, 24 h; Potency, µM (series often up to 46.1 µM), inactives show at the highest dose activation, most hits filed as activators; 410,000 compounds, 0.31% hits; AID 624171; also: potency is read from the fitted curve at half-maximal effect; % of control where 0% means no effect; nearly all actives have a fitted effect of over 65% in size
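AREc32 cells carrying an ARE-driven firefly luciferase reporter were seeded at 1000 cells/well in OPTI-MEM with 5% FBS, then exposed to compound for 24 hr at 37 deg C. Luminescence was read with Steady-Glo after 30 min at RT.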
pAkt inh – blocks phosphorylation of Akt. Neuro2A IGF-stimulated pAkt S473 HTRF, 20 min; active compounds read low. activity change, % for hits at 50 µM. 360,000 compounds, 0.32% hits. AID 651550; in the data active = activity change below about -80%; inconclusive = mostly about -51% to -80%; also: % is scaled to controls: 0 for no effect and ±100 for the full control effect
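Neuro2A cells in DMEM with 0.5% FBS, overnight at 37 deg C, given compound at single 50 µM final, then IGF (6 nM final) for 20 min at 37 deg C. Lysed; phospho-Akt Ser473 by HTRF after 24 h, 665/615 ratio.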
EPAC2 antag – blocks human EPAC2 exchange factor | Q8WZA2 | EPAC2 GEF exchange of Rap1B-BODIPY-GDP, fluorescence | Potency, µM (doses to about 114 µM), for the others: at the highest dose activity, negative = inhibition, hits mostly inhibitors | 360,000 compounds, 0.18% hits | AID 720708; also: potency is read from the fitted curve at half-maximal effect; % is scaled to controls: 0 for no effect and ±100 for the full control effect; nearly all actives have a fitted effect of over 45% in size; many of its hits are not listed in these tables
Target sequence (Q8WZA2 whole entry, looked up): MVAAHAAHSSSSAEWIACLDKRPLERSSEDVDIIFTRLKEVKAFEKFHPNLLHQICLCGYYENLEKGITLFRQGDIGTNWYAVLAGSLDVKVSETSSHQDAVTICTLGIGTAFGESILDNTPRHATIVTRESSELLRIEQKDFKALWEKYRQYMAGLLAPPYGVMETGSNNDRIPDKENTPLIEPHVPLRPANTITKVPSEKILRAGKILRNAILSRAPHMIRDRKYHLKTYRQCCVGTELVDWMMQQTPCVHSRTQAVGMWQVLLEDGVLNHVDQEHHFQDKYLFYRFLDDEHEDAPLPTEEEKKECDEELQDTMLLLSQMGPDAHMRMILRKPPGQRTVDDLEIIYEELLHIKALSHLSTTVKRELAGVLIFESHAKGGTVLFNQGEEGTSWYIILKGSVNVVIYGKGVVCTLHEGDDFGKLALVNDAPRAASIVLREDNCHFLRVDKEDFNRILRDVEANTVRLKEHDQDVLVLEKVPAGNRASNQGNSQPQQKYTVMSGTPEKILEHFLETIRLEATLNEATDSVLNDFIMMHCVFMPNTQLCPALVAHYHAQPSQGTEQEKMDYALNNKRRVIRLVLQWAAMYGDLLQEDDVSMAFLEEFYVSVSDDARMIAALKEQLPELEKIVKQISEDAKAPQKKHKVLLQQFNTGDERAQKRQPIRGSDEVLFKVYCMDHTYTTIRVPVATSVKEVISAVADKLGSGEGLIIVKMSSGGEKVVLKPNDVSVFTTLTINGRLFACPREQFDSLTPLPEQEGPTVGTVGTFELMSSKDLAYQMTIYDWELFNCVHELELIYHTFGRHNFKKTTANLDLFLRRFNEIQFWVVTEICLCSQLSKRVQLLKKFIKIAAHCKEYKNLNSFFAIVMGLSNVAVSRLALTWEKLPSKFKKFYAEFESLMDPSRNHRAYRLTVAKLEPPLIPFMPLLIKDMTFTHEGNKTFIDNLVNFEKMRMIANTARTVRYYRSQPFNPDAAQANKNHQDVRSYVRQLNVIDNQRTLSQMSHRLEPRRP
Nrf2 block – Nrf2 pathway inhibition. A549 ARE-Fluc reporter, luciferase luminescence, 18-24 h. 360,000 compounds, 2.1% hits. Potency, µM (series often up to 46 µM), without a hit: at the top dose activity change, negative = inhibition, actives largely listed as inhibitors. AID 504444; also: potency is read from the fitted curve at half-maximal effect; % is scaled to controls: 0 for no effect and ±100 for the full control effect; nearly all actives have a fitted effect of over 60% in size
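In this cell-based qHTS, ARE-driven firefly luciferase in A549 cells reports Nrf2 activity; the luminescent signal after BugLite lysis is the measured value, with a prior CellTiter-Fluor read for cell health.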
EPAC2 ag – agonists of human EPAC2 (RAPGEF4); Potency, µM (top dose mostly 154 µM), inactives show at the top dose activation, hits mostly activators; EPAC2 activation, biochemical qHTS; response scale: 100% = 6.5 mM cAMP response; 360,000 compounds, 0.079% hits; also: potency is read from the fitted curve at half-maximal effect; nearly all actives have a fitted effect of over 50% in size
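Compounds were titrated in qHTS against a Rap1B-BODIPY-GDP (250 nM) complex with EPAC2 (100 nM) and GDP (50 uM). BODIPY-GDP release tracked at 480/540 nm over 30 min at room temperature, normalized to 6.5 mM cAMP.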
A549 tox – A549 cytotoxicity, counter-screen for Nrf2 inhibitors. 390,000 compounds, 0.16% hits. Potency, µM (series often up to 46 µM), for inactives: at the top dose activity change, negative = cytotoxicity, most hits filed as inhibitors. A549 ARE-Fluc cells, CellTiter-Fluor viability, 18-24 h; also: potency is read from the fitted curve at half-maximal effect; % is scaled to controls: 0 for no effect and ±100 for the full control effect
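A549 ARE-Fluc cells in 5% FBS OPTI-MEM, 5000 cells/well, rested 2 h then exposed to compounds in concentration-response for 18-24 h at 37 °C. Viability by CellTiter-Fluor fluorescence (Ex 405/Em 525) after 30 min; luciferase luminescence (BugLite, 15 min, RT) read afterwards.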
CCT modulator – changes cytosolic chaperonin activity; purified chaperonin ATPase assay, HTRF ADP detection, 30 min; activity change, % (no concentration beside the values), hits read low; 360,000 compounds, 0.3% hits; AID 651819; in the data active = activity change below about -30%; also: % is scaled to controls: 0 for no effect and ±100 for the full control effect
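TRiC (40 or 20 nM final, by batch activity) in 30 mM Tris pH 7.4, 100 mM KCl, 5 mM MgCl2, 1 mM DTT was treated with compound at 76 uM single dose, then 10 uM ATP, 30 min at 37 °C. ADP was read by HTRF Transcreener.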
* marks the source's active call; other numbers are inactive results; i = inactive; ? = inconclusive; nt = no result given. Unless noted, calls follow the shape of the dose curve; as a rule, active = well fitted curve in the direction sought with a large enough effect; inconclusive = small, poorly fitted or top-dose-only effect, or another doubt; inactive = no such curve, though single readings can be large; an effect the other way counts as inactive or inconclusive. This is a subset; rates above refer to the full screens.

Every second line gives: TGFb SMAD3 inh, Mm-Cpn inhibitor, Nrf2 activator, pAkt inh, EPAC2 antag, Nrf2 block, EPAC2 ag, A549 tox, CCT modulator
CC(C)C[C@@H]1COc2cc(N3CC[C@H](O)C3)ccc2S(=O)(=O)N1
 : nt, nt, 0.1%, i, 9%, nt, 6%, nt, 0.6
Cc1cccc(CN2CCN(C3CN(Cc4cn(Cc5ccccc5)nn4)S(=O)(=O)C3)CC2)c1 (stereo not given)
 : nt, nt, 0.4%, i, 5%, nt, -1%, nt, 0.4
C=C(c1ccc(OCCO)cc1)c1ccc(OCCO)cc1
 : 0%, 1%, 0.5%, i, 1%, -1%, -2%, -3%, 2.3
CC(=O)Nc1ccc(S(=O)(=O)N2CCN(c3ccccn3)CC2)cc1
 : -19%, 1%, 0.2%, i, 3%, -26%, 2%, 1%, -0.4
Cc1cccc(NC(=O)N(Cc2nc3ccccc3c(=O)[nH]2)C2CCCC2)c1
 : -1%, -2%, 3.2%, i, 3%, 5%, -6%, -5%, 0.4
CC1=NN(Cc2ccccc2)C(=O)C1C(c1ccccc1)C(C#N)C#N (stereo not given)
 : -16%, -3%, 6.7%, i, -5%, -10%, 5%, 3%, -2.7
Cc1c(NC(=O)C(C)Sc2nccn2C)c(=O)n(-c2ccccc2)n1C (stereo not given)
 : -3%, 1%, -0.2%, i, -4%, 4%, 1%, 0%, 3.3
Cc1ccc(C)c2nc(N3CCCC3)c(C#N)cc12
 : 23%, -2%, -0.5%, i, 10%, -5%, -13%, 3%, 0.7
CC(C)N1CCN(CC2COc3ccccc3O2)CC1 (stereo not given)
 : 16%, 0%, -0.7%, i, 5%, 8%, 7%, -5%, -0.9
O=C(CNC(=O)c1ccc(Cl)cc1Cl)NCC(=O)Nc1ccccc1N1CCOCC1
 : 16%, 1%, 4.9%, i, 3%, -11%, -12%, 0%, -6.1

Later entries
Every second line gives: TGFb SMAD3 inh, Mm-Cpn inhibitor, Nrf2 activator, pAkt inh, EPAC2 antag, Nrf2 block, EPAC2 ag, A549 tox, CCT modulator
CC1=CCP(=O)(c2ccccc2)C1 (stereo not given)
 : 1%, 0%, 0.5%, i, 7%, -3%, -9%, -10%, 1.8
Cc1ccc(Cn2cc(S(=O)(=O)c3ccccc3)c(=O)c3cc(F)c(N4CCOCC4)cc32)cc1
 : -23%, nt, 1.2%, nt, nt, -25%, nt, -6%, nt
Cc1cc(C)cc(N(C(=O)c2snc(C(N)=O)c2N)C(C(=O)NCC2CCCO2)c2cccs2)c1 (stereo not given)
 : 6%, -1%, 11%, i, -14%, -4%, 0%, -24%, 1.0
CCS(=O)(=O)c1ccc(O)c(NC(=O)/C=C/c2ccc(Cl)cc2)c1
 : 2%, 2%, 0.2%, i, -11%, -5%, 6%, -10%, -8.7
O=C(c1ccc(O)c(Cl)c1)N1CCN(S(=O)(=O)c2ccccc2)CC1
 : 8%, -2%, -0.5%, i, 2%, -4%, -3%, 9%, -0.8
O=C(c1ccco1)N1CCC(c2nc3c(nnn3Cc3c(Cl)cccc3Cl)c(=O)[nH]2)CC1
 : 6%, 2%, 0.0%, i, 2%, 1%, 2%, -5%, -0.3
COc1cc(/C=N/NC(=O)c2ccccc2O)ccc1OCC(=O)Nc1ccccc1
 : -25%, 1%, 5.4%, i, -8%, ?, -1%, -7%, -0.5
CC1(C)CC(=O)C(C=NCCc2ccccn2)=C(O)C1
 : -23%, 1%, 0.0%, nt, -5%, -7%, -2%, 0%, -1.7
CC1=C(C(=O)Nc2ccccn2)C(c2cn(C)nc2C)C2=C(CCCC2=O)N1 (stereo not given)
 : 13%, -2%, -0.4%, i, 2%, 2%, 5%, -3%, -0.4
CCCC1CC(C#N)N(N(C)C)C1=C(C#N)C#N (stereo not given)
 : -5%, -7%, -0.6%, i, 2%, -5%, 11%, 1%, -1.3

The listing continues:
Every second line gives: TGFb SMAD3 inh, Mm-Cpn inhibitor, Nrf2 activator, pAkt inh, EPAC2 antag, Nrf2 block, EPAC2 ag, A549 tox, CCT modulator
CCCc1cc(=O)[nH]c(Nc2cccc(Cl)c2Cl)n1
 : ?, nt, 3.9%, nt, nt, 3%, nt, 3%, nt
CCCCOC(=O)C1C2C=C[C@]3(CN(C(C)c4ccc(OC)cc4)C(=O)[C@H]13)O2 (stereo not given in full)
 : 8%, 1%, 0.2%, i, 19%, ?, 4%, 0%, 0.1
CCOC(=O)N1CCN(C(=O)CSCC(=O)N=c2sc3ccccc3n2C)CC1
 : -5%, nt, -0.4%, i, 1%, nt, -16%, -1%, -2.1
CCCCc1cc(=O)oc2cc(OCC(=O)NC3CCN(Cc4ccccc4)CC3)ccc12
 : -4%, 1%, 0.1%, i, 3%, -8%, -5%, ?, 2.5
CC1CCN(C(=O)Cn2c(=O)n(CCCCCC(=O)NCc3ccccc3Cl)c(=O)c3sccc32)CC1
 : -1%, nt, 0.0%, nt, nt, -12%, nt, -23%, nt
O=C(NC(=S)Nc1ccccc1N1CCOCC1)c1ccco1
 : 11%, 1%, 14%, i, 2%, 10%, 13%, 0%, -0.4
COc1ccc2nc(NC(=O)c3cc(S(=O)(=O)N4CCOCC4)ccc3C)sc2c1
 : 5%, -1%, 3.1%, i, -27%, ?, 12%, ?, -4.0
COc1cc(C(=O)NC2CCN(CC(=O)Nc3cccc(C)c3C)CC2)cc(OC)c1OC
 : 3%, 0%, 0.0%, i, 12%, 0%, 1%, -5%, -1.5
CCN(c1ccc(NC(=O)COC(=O)c2ccc(C)s2)cc1)C(C)C
 : -8%, -4%, 3.6%, i, -8%, ?, 5%, 5%, -0.6
O=C(c1ccc(-c2ccc([N+](=O)[O-])cc2)o1)N1CCN(S(=O)(=O)c2cccs2)CC1
 : ?, -5%, 0.2%, i, 13%, 9%, 0%, -1%, 3.9

Carrying on.
Every second line gives: TGFb SMAD3 inh, Mm-Cpn inhibitor, Nrf2 activator, pAkt inh, EPAC2 antag, Nrf2 block, EPAC2 ag, A549 tox, CCT modulator
Cc1cnc(C(=O)OCC(=O)Nc2ccc(C)c(S(=O)(=O)N(C)C)c2)cn1
 : -9%, 2%, -0.5%, i, -3%, 10%, 3%, -1%, 0.7
CCN(CC)C(=S)NC(=O)C12CC3CC(CC(C3)C1)C2
 : 0%, 0%, 0.0%, i, 4%, 7%, 0%, 0%, 0.7
CNC(=O)c1cc(C(=O)c2ccc(C(F)(F)F)cc2F)c[nH]1
 : -11%, 0%, -0.3%, i, -1%, -4%, 9%, -3%, 2.4
COc1ccc(NC(=O)N(C)C[C@H]2Oc3ccc(NC(=O)Cc4ccccc4)cc3CC(=O)N([C@H](C)CO)C[C@H]2C)cc1
 : -12%, -1%, 2.4%, i, -19%, -12%, 10%, 1%, -1.9
Cc1ccc(CSCc2ccc(C(=O)NCCC(C)C)o2)cc1
 : -1%, 1%, 0.7%, i, -10%, 1%, 5%, 7%, 0.5
Cc1[nH]c(N=Nc2ccccc2)nc1N=Nc1ccccc1
 : ?, -1%, 1.8%, i, -2%, -19%, 2%, ?, -3.0
CCOc1ccc(N2C(=O)CN(c3cccc4ccccc34)C2=S)cc1
 : -1%, -6%, 8.4%, i, 12%, ?, 4%, 0%, 0.3
Cc1cccc(OCC(=O)NC(=S)Nc2ccc(S(=O)(=O)NC3CCCCC3)cc2)c1
 : -5%, -3%, 2.0%, i, 5%, -14%, 12%, -7%, -0.6
CCCCN(C(=O)c1cccc(-n2cccc2)c1)c1c(N)n(CCCC)c(=O)[nH]c1=O
 : -11%, -1%, -0.3%, i, 3%, -8%, -5%, 1%, 0.1
O=c1ccc(-c2ccc(S(=O)(=O)Nc3cccc([N+](=O)[O-])c3)s2)n[nH]1
 : -1%, 5%, -0.3%, i, 11%, 9%, -1%, -8%, 0.7
Cc1cc(SCC(=O)N/N=C/c2ccc(O)c(O)c2)nc2ccccc12
 : -24%, 2%, 9.3%, i, -24%, 24%, -3%, -8%, -0.8
CCOc1ccccc1NC(=S)N1CCN(c2cccc(OC)c2)CC1
 : -19%, 1%, 0.1%, i, -12%, -13%, 20%, -4%, -0.3
OC(c1ccc(F)cc1)c1nc(/C=C/c2ccccc2)cs1 (stereo not given)
 : ?, nt, 4.1%, i, -10%, nt, 20%, nt, -1.7

Screening data: PubChem BioAssay, National Center for Advancing Translational Sciences (NCATS)
